From PubChem
Pf apPOL inh: Pf-apPOL inhibitors, biochemical, fluorescence; Plasmodium falciparum apicoplast DNA polymerase (apPOL); Recombinant Pf-apPOL, molecular beacon fluorescence, 1.5 h; inhibition, % at 10 µM; hit rate 0.25% among 210,000; AID 1794808, 2022
mHTT CaM bind: mutant huntingtin-calmodulin interaction inhibitors – biochemical, AlphaScreen, primary screen; AlphaScreen His-mHTT/GST-CaM binding, luminescence; inhibition, % at 15 µM; P42858; hit rate 3.6% among 190,000;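 also: 0% = both proteins with DMSO and 100% = one protein alone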
Starred values were filed as active, the others as inactive; / = not tested or not shown; & = joins results of further samples. Rule as the data show it: active = inhibition above about 50%; inactive = the rest. Compounds were not picked by outcome. About 3.6% of those tested had a hit in this group.

Start of the listing, in advance, four compounds:
Second line of a record: Pf apPOL inh | mHTT CaM bind
- CCC(C)NC(=O)c1c(C)sc2c(=O)n(C3CC3)cnc12 (centres undefined)
  1 | -6
- CCC(Sc1ccccc1N)c1ccc(-c2ccccc2F)cc1 (centres undefined)
  -3 | /
- C=CCn1c(SCc2ccc(C(=O)NCCO)cc2)nc2sc(C)c(C)c2c1=O
  -4 | 12
- N#Cc1ccc(-n2nnc3ccccc32)cc1C#N
  -5 | 2

Main list, from the first entry:
Second line of a record: Pf apPOL inh | mHTT CaM bind
- CCC(C)NC(=O)c1c(C)sc2c(=O)n(C3CC3)cnc12 (centres undefined)
  1 | -6
- CCC(Sc1ccccc1N)c1ccc(-c2ccccc2F)cc1 (centres undefined)
  -3 | /
- C=CCn1c(SCc2ccc(C(=O)NCCO)cc2)nc2sc(C)c(C)c2c1=O
  -4 | 12
- N#Cc1ccc(-n2nnc3ccccc32)cc1C#N
  -5 | 2
- COc1ccc(Cl)cc1NC(=O)C(=O)NCc1ccsc1
  -3 | -11
- COc1ccc(-c2coc3c4c(ccc3c2=O)OCN(c2ccc(OC)cc2)C4)cc1
  -2 | 45
- Cc1c(Cl)cccc1NS(=O)(=O)c1ccc(NC(=O)c2cccc([N+](=O)[O-])c2)cc1
  -11 | 43
- Cc1ccc(Br)cc1NCN1C(=O)c2ccc([N+](=O)[O-])cc2C1=O
  0 | 1
- CCc1ccc(C2=CC(c3cccc(OC)c3)n3ncnc3N2)cc1 (centres undefined)
  2 | 16
- O=c1[nH]nc(-c2ccco2)c2cn(-c3cccc([N+](=O)[O-])c3)nc12
  1 | 6
- COCc1nnc(NC(=O)c2ccc(S(=O)(=O)N3CCCCCC3)cc2)o1
  -67 | 20
- O=C(c1cccc2c1CCN2C(=O)C1CC1)N1CCCCC1
  -2 | -1
- O=C(NCc1ccc(Cl)cc1)c1cc(-c2cccc(Cl)c2)on1
  -7 | 0
- CC(=O)C1=C(C)NC(SCc2ccccc2)=C(C#N)C1c1ccccc1 (centres undefined)
  1 | -20
- COc1ccccc1CC(=O)N1CCCN(c2ncccc2-c2nc(C)no2)CC1
  -6 | -3
- O=C1OC2(CCCCC2)OC(=O)C1=CNc1ccccc1[N+](=O)[O-]
  -2 | 6
- COc1ccc(OC)c(C2C3=C(CC(C)(C)CC3=O)Nc3ccccc3N2C(C)=O)c1 (centres undefined)
  3 | 9
- CCN(CC)c1ccc(NC(=O)c2ccc(OC)cc2OC)cc1
  0 | 67*
- CCCCN(C)C(=O)CN1CCN(C(=O)Nc2ccc(Cl)cc2)CC1=O
  -2 | 4
- Cc1cc2c(c(=O)o1)C(c1ccc3c(c1)OCO3)C(C#N)=C(N)O2 (centres undefined)
  1 | -1

Three entries picked at random from those above:
Second line of a record: Pf apPOL inh | mHTT CaM bind
- Cc1ccc(Br)cc1NCN1C(=O)c2ccc([N+](=O)[O-])cc2C1=O
  0 | 1
- O=C1OC2(CCCCC2)OC(=O)C1=CNc1ccccc1[N+](=O)[O-]
  -2 | 6
- Cc1c(Cl)cccc1NS(=O)(=O)c1ccc(NC(=O)c2cccc([N+](=O)[O-])c2)cc1
  -11 | 43

(list continues)
Second line of a record: Pf apPOL inh | mHTT CaM bind
- COc1ccc(C2CC(c3ccc(OC)c(OC)c3)=NN2C(C)=O)cc1 (centres undefined)
  -3 | 4
- COc1ccc(CN2CCN(c3cc(C)ccc3C)CC2)cc1OC
  0 | 9
- O=C(NCCN1CCOCC1)c1cncc(Br)c1
  -13 | 2
- Cc1oc(C2CCN(C(=O)c3ccccc3Br)CC2)nc1C(=O)N(C)C
  -3 | -7
- Cc1ccc(-c2noc(-c3cccnc3N3CCC(C(=O)NC4CC4)CC3)n2)cc1
  -5 | -5
- Cc1ccc(NC(=O)C2CCN(c3c(C#N)cnc4ccc(F)cc34)CC2)cc1
  -1 | -4
- O=C(NCc1ccco1)C1CCN(c2nc3ccsc3c(=O)n2-c2ccccc2)CC1
  -3 | 31
- COc1ccc(CN2CCCC(c3nncn3C)C2)c(Cl)c1OC (centres undefined)
  -1 | 5
- O=C(NCCc1nc2ccccc2[nH]1)c1ccc(Cl)cc1
  -3 | 5
- COc1ccc(/C=c2\sc3nnc(-c4ccc(C)cc4)n3c2=O)c(OC)c1
  -4 | 4
- NC(=O)c1ccc(NC(=O)Cc2ccc(Br)cc2)cc1
  -1 | 11
- Cc1nn(-c2ccccc2)nc1C(=O)NNC(=S)Nc1cccc(Cl)c1C
  -252 | /
- CCOC(=O)COc1ccc2c(c1)OC(=Cc1ccccc1C)C2=O
  0 | 3
- Cc1noc(C)c1NC(=O)NCCOc1ccccc1
  -12 | /
- c1ccc(C2CCCNCC2)cc1 (centres undefined)
  -4 | 22
- COc1ccccc1Oc1ccc2c(c1)C(=O)N(CC1CCCO1)C2=O (centres undefined)
  -5 | -7
- COc1cccc(C2SCC(=O)N2c2ccc(C)c(F)c2)c1OC (centres undefined)
  0 | -7
- Cc1ccc(C)c(NC(=O)N2CCc3nc(-c4ccc(F)cc4)ncc3C2)c1
  0 | 1
- Cc1ccc2c(c1)N(C(=O)Nc1ccc(F)c(Cl)c1)CC(C)O2 (centres undefined)
  -12 | 3
- O=C(CSCc1ccccc1)N(CCc1cccs1)C1CC1
  0 | -28
- O=C(c1cc2nc3c(c(C(F)(F)F)n2n1)CCc1ccccc1-3)N1CCOCC1
  3 | 0
- CSc1ccc(C2C(C#N)=C(N)SC(N)=C2C#N)cc1
  / | 25
- CC(=O)NC1=NC(=O)/C(=C\c2ccccc2OCc2ccc(Cl)cc2Cl)S1
  2 | -2
- CCn1c(=O)c(N2CCN(C(=O)c3ccc(C)c(F)c3)CC2)nc2ccccc21
  -8 | 7
- CCC(CC)C(=O)NC1CCN(c2nc3c(s2)c(C)nn3-c2ccc(OC)cc2)CC1
  -3 | 1
- Cc1cccc(NC(=O)Cc2nc(-c3cccnc3)n[nH]2)c1C
  -8 | -2
- O=C(CNC(=O)C1CCCCC1)NC1=NCCS1
  9 | 1
- O=S1(=O)CC(N2CCN(Cc3ccccc3F)CC2)CN1Cc1cn(Cc2ccc(F)cc2)nn1 (centres undefined)
  -8 | 9
- CCOc1ccccc1C(=O)NCc1cccnc1
  0 | -5
- NS(=O)(=O)c1ccc(NNC(=O)CCc2ccccc2)cc1
  -8 | /
- N=c1c(C(=O)NCc2ccco2)cc2c(=O)n3ccccc3nc2n1Cc1cccnc1
  -3 | 14
- CCCC(=O)Nc1c2c(nn1-c1ccc(F)cc1)CS(=O)C2 (centres undefined)
  0 | 2
- CC(C)C[C@H]1COc2cccc(F)c2S(=O)(=O)N1
  0&-2 | -4&-5
- Cc1ccc(C(=O)N2CCN(c3nc4ccccc4n(CC(C)C)c3=O)CC2)cc1
  -5 | -10
- COc1ccc2cc(-c3cn4c(n3)sc3cc(F)ccc34)c(=O)oc2c1
  -2 | 13
- COc1ccc(NS(=O)(=O)c2ccc(OC)c(OC)c2)c(OC)c1
  -7&10 | 6&1
- Cc1ccc(N2CCC(NC(=O)C(C)(C)C)C2=O)cc1C (centres undefined)
  1 | 0
- CC(C)S(=O)(=O)c1ccc(C(=O)Nc2nc(-c3ccncc3)cs2)cc1
  3 | -7
- O=C(O[C@@H]1C[C@H]2C[C@@H]1[C@H]1CCCCN1C2=O)N1CCC(c2ccccc2)CC1
  -4 | 15
- O=C(C1CC(c2c(F)cccc2Cl)=NO1)N1CCOCC1 (centres undefined)
  -2 | -6
- CC(=O)N(CN1C(=O)c2ccc([N+](=O)[O-])cc2C1=O)c1ccc(Oc2ccc(Cl)cc2)cc1
  92* | 3
- CC1CN(C(=O)Cc2ccccc2F)CC1c1nc(-c2ccccc2)no1 (centres undefined)
  1 | 0
- O=C(NCc1cccc2ccccc12)Nc1ccc2c(c1)C(=O)NCC2
  -6 | -13
- O=C(CSc1nccc(-c2cccs2)n1)c1cc(-c2ccc(Cl)c(Cl)c2)no1
  -266 | /
- COc1cc(NC(=O)c2ccc(C)cc2Cl)ccc1NC(=O)c1cc2ccccc2o1
  -1 | -12
- Cc1ccc(-n2c(N3CCCC(C(=O)NCC4CC4)C3)nc3ccsc3c2=O)cc1 (centres undefined)
  -3 | 25
- C[C@@]12CCC=C[C@H]1[C@H](c1ccc3ccccc3c1)N(Cc1ccccc1)C2=O
  -2 | 82*
- CCC(C)NC(=O)Cn1ccc2c(C)nn(C)c2c1=O (centres undefined)
  1 | -4
- COc1cc(C(=O)NCC(C)NC(=O)c2cc(OC)c(OC)c(OC)c2)cc(OC)c1OC (centres undefined)
  2&-6 | 5&-2
- CC(=O)C1=C(O)C(=O)N(c2ccccn2)C1c1ccc(Cl)cc1 (centres undefined)
  3 | 7
- O=C(Cc1cccs1)N1CCCC1c1nc(-c2ccc(F)cc2F)no1 (centres undefined)
  -1 | -6
- O=C(Nc1cccc(F)c1)c1cc(S(=O)(=O)N2CCCCC2)ccc1Cl
  6 | 0
- CC(C)C(=O)Oc1ccc2c(c1)OC(=Cc1cccc(F)c1)C2=O
  -5 | 5
- O=C(O)C1CCCCC1C(=O)Nc1ccc(Br)cc1F (centres undefined)
  4 | 2
- Cc1nc2ccccc2nc1N1CCC(C)CC1
  -14 | -45
- O=C(NCc1ccccc1Cl)c1csc(Nc2ncccn2)n1
  -10 | -15
- O=C(O)c1nn2c(C(F)(F)F)cc(-c3cccs3)nc2c1Cl
  0 | 17
- CCCCCOc1ccc(/C=c2\sc3nc(-c4cccnc4)nn3c2=O)cc1
  0 | 8
- CCCc1nc2c(c(=O)n1CC(=O)Nc1cc(F)ccc1C)CCN(Cc1ccccc1)C2
  5 | 8
- Cc1ccc(NC(=O)c2oc3ccc(S(=O)(=O)N4CCOCC4)cc3c2C)cc1C
  -6 | 7

The results go on.
Second line of a record: Pf apPOL inh | mHTT CaM bind
- CC(C)C(C(=O)O)N1C(=O)C2C3C=CC(C4CC34)C2C1=O (centres undefined)
  -5&-11 | -1&3
- COc1ccc(S(=O)(=O)Oc2ccc3c(c2)OC(=Cc2cccnc2)C3=O)cc1
  10 | 6
- Cc1ccc(C(=O)C=CNc2cc(Cl)ccc2C)cc1
  -5 | 2
- CCOc1ccc(NC(=O)CN(c2ccccc2F)S(=O)(=O)c2ccccc2)cc1
  -5 | 0
- OC(c1ccccn1)C1CCN(Cc2ccsc2)CC1 (centres undefined)
  -1 | -1
- CCOc1ccc(-c2nnc(Nc3ccc(C(N)=O)cc3)c3ccccc23)cc1
  -6 | 6
- CCCCOc1ccc(C(=O)Nc2c3c(nn2C(C)(C)C)CS(=O)C3)cc1 (centres undefined)
  -2 | 7
- Cc1cccc(-n2c(SCc3ccc(Cl)cc3)nc3[nH]ncc3c2=O)c1
  -16 | 79*
- CC(=O)Nc1cc2c(cc1C(=O)c1ccccc1)OCCO2
  -16 | -7
- Cc1cc(C(=O)NCC2(c3ccccc3)CCOCC2)oc1C
  4 | -1
- COc1ccc(C(=O)N2CCC3(CC2)NC(=O)N(Cc2ccc(Cl)cc2)C3=O)c(C)c1
  -5 | 43
- Cc1nc(-c2ccc(Cl)cc2)cs1
  4 | /
- CCn1c(=O)c(C(=O)NCc2ccc(C)cc2)nc2cccnc21
  -5 | 2
- CCN(CC)c1ccc(C2C(C#N)=C(N)Oc3n[nH]c(C)c32)cc1 (centres undefined)
  -4 | -7
- Cn1nccc1NC(=O)COCC(=O)O
  -37 | /
- Cc1oc(C2CCN(C(=O)c3cc(F)cc(F)c3)CC2)nc1C(=O)N1CCCCC1
  3 | 7
- O=C(c1ccsc1)N1CCCC(c2nc(-c3ccc(F)cc3)n[nH]2)C1 (centres undefined)
  11 | 25
- CCOc1ccc(-n2nc(C(=O)N(C)c3ccc(Cl)cc3)c3ccccc3c2=O)cc1
  6 | -7
- CN1C(=O)c2cccnc2Sc2cc(NC(=O)c3cccc(Cl)c3)ccc21
  -4 | 9
- CCn1c(C2CCN(Cc3ccncc3)C2)nc2cccnc21 (centres undefined)
  -11 | 4
- Cn1c(=O)n(Cc2ccccc2)c(=O)c2c1nc(Cl)n2Cc1ccccc1
  -2 | -16
- Cc1c(C=O)c2cc([N+](=O)[O-])ccc2n1C
  5 | 5
- O=C(NCCC1=CCCCC1)C1CCN(c2ccncc2)CC1
  -5 | -6
- Cc1cc([N+](=O)[O-])ccc1NC(=O)C(C)Oc1ccccc1 (centres undefined)
  4 | 2
- O=C1OC(c2ccc(Br)cc2)=N/C1=C/c1ccc2c(c1)OCO2
  -2 | -1
- CCn1cc(Cl)c(C(=O)NC(Cn2cccn2)C(C)(C)C)n1 (centres undefined)
  / | -3
- CCOc1ccc(C2C(C(=O)Nc3ccc(C)cn3)=C(C)NC3=C2C(=O)CC(C)(C)C3)cc1 (centres undefined)
  3 | 21
- CCc1c(C(=O)O)nnn1-c1ccc(C)cc1F
  -4 | 4
- COc1ccc(S(=O)(=O)n2c(C)nc3ccccc32)cc1C
  -3 | -2
- COc1ccc(CC(=O)N2CC3(COC(C)(C)OC3)C2)cc1OC
  -3 | -9
- COc1ccc(C=C2Oc3cc(OS(=O)(=O)c4ccc(OC)cc4)ccc3C2=O)cc1
  1 | -9
- COc1ccc(C(=O)Nc2nc3n(n2)C(c2ccccc2)C=C(C)N3)cc1 (centres undefined)
  -6 | 16
- Cc1ccc(/C=c2\sc3nc(-c4ccc(C(C)(C)C)cc4)nn3c2=O)o1
  8 | 37
- Cc1ccc(NC(=O)c2ccccc2Br)cc1C
  2&-1 | -8&-8
- CCOc1ccccc1C(=O)Nc1c2c(nn1-c1ccc(C)cc1C)CSC2
  -3 | 23
- O=C(c1cc2ccccc2o1)N1CCN(c2ccc([N+](=O)[O-])c(N3CCOCC3)c2)CC1
  -2 | 33
- Cc1nc(C(=O)N(C)c2cccc(Cl)c2)c(C)n1C1CCN(S(C)(=O)=O)CC1
  -5 | 16
